Screens as filed in PubChem.
Myeloid diff MLP: promotes myeloid progenitor differentiation. ER-HoxA9 myeloid progenitors, lysozyme-GFP differentiation, flow cytometry. AID 624256. calls only at 10 µM. actives 1% (n = 360,000);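 active means normalized GFP-positive differentiation at or above the plate's own cutoff, the solvent-only control mean plus 3 SD; inconclusive means no clear call, values can overlap the other calls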;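 further: cells exposed to compound for four days before flow analysis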
Myeloid diff MLP GFP+ MAC1+ %: recorded beside Myeloid diff MLP, whose call it bears; GFP+ MAC1+ double positive, %; measured here: differentiation confirmed by MAC1 staining
An asterisk follows results filed as active; i = inactive; ? = inconclusive; . = not tested or not shown; + = active, no number. This is a subset; count on the stated rates, not on these rows.

structure	Myeloid diff MLP	Myeloid diff MLP GFP+ MAC1+ %
Cc1nc2ccc(C(=O)NCCCn3ccnc3)cn2c1N(C)C(=O)CCc1ccccc1	i	0.7
O=C(Cc1c(F)cccc1Cl)OCC(=O)N1CCc2ccccc21	i	1.2
Cc1ccc(S(=O)(=O)N2C3CC(c4ccccc4)N(S(=O)(=O)c4ccccc4Cl)CC3C(=O)C[C@H]2c2ccccc2)cc1 (stereo not given in full)	i	1.9
O=C(Cn1cc([N+](=O)[O-])ccc1=O)N1CCc2ccccc2C1	i	0.5
CC1(C(=O)NS(=O)(=O)c2ccc3c(c2)CCO3)CCN1C(=O)CCC1CCCC1 (stereo not given)	i	0.3
CC1CN(S(=O)(=O)c2ccc(C(=O)N(C)C3CCCCC3)cc2)CC(C)O1 (stereo not given)	i	0.9
CN(CC(=O)Nc1ccc(Cl)cc1)CC(=O)N1CCc2ccccc21	i	0.5
Cc1ccc(S(=O)(=O)N2C(c3ccccc3)CC(=O)C3CN(S(=O)(=O)c4ccc(Cl)cc4)C(c4ccccc4)CC32)cc1 (stereo not given)	i	2.1
CCCS(=O)(=O)NC(=O)C1(C)CCCN(C(=O)c2ccccc2)C1 (stereo not given)	i	1.0
Cc1cc(C)n(C(C)Sc2ccccc2)n1 (stereo not given)	i	2.0
N#CC(c1ccc(O)cc1)N1CCN(C(C#N)c2ccc(O)cc2)CC1 (stereo not given)	i	1.1
NC(=O)Nc1ccc(C(=O)OCC(=O)Nc2cccc(S(=O)(=O)NC3=NCCC3)c2)cc1	i	0.7
CCN(CC)CCn1c2ccccc2c(=O)c2c(O)ccc(O)c21	i	1.9
CC1CCC2(CC1)NC(=O)N(CC(=O)Nc1ccc(N3CCCCC3)cc1)C2=O (stereo not given)	i	1.2
FC(F)(F)c1ccc(-c2cccc3c2C2CC3CCN2Cc2ccc3c(c2)OCO3)cc1 (stereo not given)	i	0.5
CCOC(=O)C1CCCN(C(=O)c2cccc3ccccc23)CC1 (stereo not given)	i	1.7
CC(C)(CNC(=O)c1ccccc1F)CNC(=O)c1ccccc1F	i	0.2
COc1cccc(CN(C)C[C@@H]2OCc3ccccc3-c3c(n(C)c4ccccc34)C(=O)N([C@@H](C)CO)C[C@H]2C)c1	+	0.9*
Cc1cccc(C)c1NC(=O)C1(C)CCC(=O)N1C1CC1 (stereo not given)	i	1.2
CC(C)NC(=O)N(C)C[C@H]1Oc2c(NS(=O)(=O)c3ccc(F)cc3)cccc2C(=O)N([C@H](C)CO)C[C@@H]1C	i	1.2
CCN(CC(=O)Nc1ccc(NC(C)=O)cc1)C(=O)CCCc1c[nH]c2ccccc12	i	0.8
CCNC(=O)C1CCCN(C(=O)c2cc(OC)c(OC)c(OC)c2)CC1 (stereo not given)	i	1.2
Cc1c(Cc2ccccc2)sc(NC(=O)Cc2ccccc2)c1C(N)=O	i	1.0
COc1ccc([C@H]2N[C@]3(CCCN(Cc4ccc(Cl)cc4)C3=O)[C@H]3C(=O)N(Cc4ccccc4)C(=O)[C@@H]23)cc1	i	0.6
Cc1ccc(CN(C)C(=O)c2ccccc2NC(=O)c2ccccc2)o1	i	0.9
Cc1ccnc(NC(=O)c2ccc(OCc3c(C)noc3C)cc2)c1	i	1.1
CCC1(c2ccc(Cl)cc2)NC(=O)N(CC(=O)NC2CCCCCC2)C1=O (stereo not given)	i	0.9
CCOC(=O)C1=C(CC)Nc2ccccc2N=C1NC(=O)c1ccc(OC)c(S(=O)(=O)N2CCOCC2)c1	i	0.2
O=C(CSc1nnc(NC2CC2)s1)c1ccc[nH]1	i	1.1
Nc1sc2c(c1C(=O)NCCc1ccccc1)CCCC2	i	1.4

Exported with two lines to a compound: part of the list above
Values run as follows: Myeloid diff MLP, Myeloid diff MLP GFP+ MAC1+ %
- CCOC(=O)C1=C(CC)Nc2ccccc2N=C1NC(=O)c1ccc(OC)c(S(=O)(=O)N2CCOCC2)c1
→ i, 0.2
- CCNC(=O)C1CCCN(C(=O)c2cc(OC)c(OC)c(OC)c2)CC1 (stereo not given)
→ i, 1.2
- Nc1sc2c(c1C(=O)NCCc1ccccc1)CCCC2
→ i, 1.4

Continued:
structure	Myeloid diff MLP	Myeloid diff MLP GFP+ MAC1+ %
COC(=O)CCNC(=O)Cc1ccc(S(=O)(=O)N2CCCCC2)s1	i	1.2
CN(CC1COc2ccccc2O1)C(=O)c1cccc(S(=O)(=O)N2CCCC2)c1 (stereo not given)	i	1.1
C[C@@H]1CN([C@@H](C)CO)C(=O)c2cc(NC(=O)C3CC3)ccc2O[C@@H]1CN(C)C(=O)NC1CCCCC1	i	1.0
C[C@@H]1CN([C@H](C)CO)C(=O)CCCn2nncc2CO[C@H]1CN(C)Cc1ccccc1	i	0.2
O=C(COC(=O)/C=C/c1ccc(C(F)(F)F)cc1)Nc1ccc2[nH]c(=O)[nH]c2c1	i	1.0
CC1CCN(C(=O)CCC(=O)Nc2ccc([N+](=O)[O-])cc2)CC1	i	0.3
C=CCC[C@@H](Cc1ccc(F)cc1)C(=O)OC[C@H](C)NC(=O)[C@@H](CC=C)CC(=O)N[C@@H](CO)Cc1ccccc1	i	4.3
CC(=O)Nc1cncc(-c2cccc(N(C)C)c2)n1	i	0.9
CCOC(=O)c1c(NC(=O)COC(=O)c2cccc([N+](=O)[O-])c2)sc(C(=O)N(C)C)c1C	i	0.5
CCCNC(=O)C1(C)CCCN(Cc2c(C)nn(-c3ccccc3)c2C)C1 (stereo not given)	i	0.1
CCCCn1nnnc1C(c1ccccc1)N1CCN(c2ccc(C(F)(F)F)cc2[N+](=O)[O-])CC1 (stereo not given)	i	1.3
CCCCC1(c2ccc(F)cc2)NC(=O)N(CC(=O)Nc2ccc(N3CCOCC3)cc2)C1=O (stereo not given)	i	0.7
O=C(Nc1ccc2c(c1)[nH]c(=O)c1ccccc12)C(F)(F)F	i	0.7
COC(=O)C1=C(C)N(Cc2ccccc2)C(=NCc2cc(OC)c(OC)c(OC)c2)N[C@H]1CCc1ccccc1	+	11.6*
CCC(C)Sc1ccc(-c2nc3ccc(Cl)cn3c2NCc2ccccc2)cc1 (stereo not given)	i	1.4
O=C(NCc1ccccc1)[C@@H]1CCCN1C(=O)[C@@H]1CCCN1C(=O)c1cccs1	i	0.6
CC(C)(C)OC(=O)N1CCCC(C(=O)Nc2ccc(C(=O)NCc3ccccc3)cc2)C1 (stereo not given)	i	0.5
O=C(Nc1ccc(NC(=S)NC(=O)c2ccco2)cc1)c1ccc(Br)cc1	i	0.8
COc1ccccc1NS(=O)(=O)c1ccc(C)c(C(=O)NC2=NCCS2)c1	i	0.5
O=C(NCc1cccs1)C1Cc2c(-c3ccccc3Oc3ccccc3)ccnc2O1 (stereo not given)	i	0.4
COc1cc(-c2cc(OC)c(O)c(OC)c2)cc(OC)c1O	i	0.8
Cc1ccc([C@H]2C[C@H](O)[C@@H](n3cc(C4CC4)nn3)CN2C(=O)c2cccs2)cc1	i	0.8
CCOC(=O)C1CCCN(C(=O)C2COc3ccccc3O2)C1 (stereo not given)	i	0.9
C[C@H]1CC[C@@]2(O[C@H](CCO)C[C@H](O)[C@H]2O)O1	i	1.7
NC1(C(=O)O)CSSC1	i	1.6
C[C@@H]1COC(=O)[C@@H](NC(=O)OCC2c3ccccc3-c3ccccc32)C/C=C\C[C@@H](CC(=O)N(CCO)Cc2ccccc2)C(=O)N1	i	2.5
Cc1cccc(C)c1NC(=O)CN1CCCC1	i	1.1
O=C(Cc1ccc([N+](=O)[O-])cc1)Nc1cccc(C(=O)N2CCOCC2)c1	i	1.6
Cc1noc(C)c1S(=O)(=O)Nc1ccc2c(c1)C(=O)N([C@H](C)CO)C[C@@H](C)[C@@H](CN(C)Cc1ccc3c(c1)OCO3)O2	i	2.9
CC(C)(C)N(Cc1ccccc1)C(=O)COC(=O)C1CCCCC1	i	0.6
O=C(CC(=O)c1cccs1)c1ccncc1	i	0.4
Cn1c(N)cc(=O)n(C)c1=S	i	0.7
O=[N+]([O-])c1cccc(COc2ccc(CN3CCCC3)cc2)c1	i	0.3
Cc1onc(-c2ccccc2)c1NC(=O)OC(C)c1cccnc1 (stereo not given)	i	1.2
O=C(CCn1c(=S)[nH]c2cc3c(cc2c1=O)OCO3)NCCc1ccccc1Cl	i	1.9
CN(CC(=O)Nc1c(Cl)cccc1Cl)CC(=O)N(C)C1(C#N)CCCCC1	i	0.6
COc1ccccc1CN(C)C(=O)COC(=O)c1ccc(Cl)nc1	i	1.1
CCOc1cc(N2CCOCC2)c(OCC)cc1NC(=O)c1cc(S(=O)(=O)N2CCOCC2)ccc1F	i	0.1
O=C(COC(=O)c1ccc(F)cc1Cl)Nc1cccc(S(=O)(=O)N2CCOCC2)c1	i	0.8
CN(C(=O)c1cccc(NC(=O)Cc2ccc(NC(=O)C3CCCN(S(=O)(=O)c4cccc([N+](=O)[O-])c4)C3)cc2)c1)C1CCCCC1 (stereo not given)	i	0.7
COc1ccc(C2CC(=O)C=C3c4ccc(OC)cc4CCC32)cc1 (stereo not given)	i	1.3
CC1COCC(C)N1C(=O)c1cccnc1 (stereo not given)	i	0.5
CC(=O)N1CCN(S(=O)(=O)c2ccc3c(c2)OCCO3)CC1	i	0.4
CCc1ccc(NC(=O)COC(=O)CC2CCCC2)cc1	i	1.0
COc1cc(OC)cc(-c2sc3ccc(OC)cc3c2-c2ccc(OCCN3CCCCC3)cc2)c1	i	2.9
O=C(CCN1CCCCC1)c1cccc(Cl)c1	i	1.6
CC(=O)Nc1ccc(NC(=O)C(C)Oc2ccccc2C(=O)NCc2ccccc2)cc1 (stereo not given)	i	0.1
COc1ccc(CN2C[C@H]3CCCN3c3cc(Br)ccc3S2(=O)=O)cc1	?	.
Fc1ccc(CCN2CCN=C2Nc2ccccc2)cc1	i	1.7
Cc1nn(-c2ccccc2)c(C)c1/C=C/C(=O)OCC(=O)Nc1ccc(S(N)(=O)=O)cc1	i	0.4

Shown with values under each structure: five of the compounds above
Screens in order: Myeloid diff MLP	Myeloid diff MLP GFP+ MAC1+ %
CC(=O)N1CCN(S(=O)(=O)c2ccc3c(c2)OCCO3)CC1
    i	0.4
CCc1ccc(NC(=O)COC(=O)CC2CCCC2)cc1
    i	1.0
COc1cc(OC)cc(-c2sc3ccc(OC)cc3c2-c2ccc(OCCN3CCCCC3)cc2)c1
    i	2.9
O=C(CCN1CCCCC1)c1cccc(Cl)c1
    i	1.6
CC(=O)Nc1ccc(NC(=O)C(C)Oc2ccccc2C(=O)NCc2ccccc2)cc1 (stereo not given)
    i	0.1

(continued)
structure	Myeloid diff MLP	Myeloid diff MLP GFP+ MAC1+ %
Cc1ccc(NC(=O)c2ccc(Cl)c(S(=O)(=O)Nc3c(C)n(C)n(-c4ccccc4)c3=O)c2)cc1Cl	i	0.6
NCCCCC(N)c1cn([C@@H](CCC(=O)O)C(=O)N2CCNCC2)nn1 (stereo not given in full)	i	1.5
Cc1cc(C(O)c2ncc(-c3ccccc3Cl)[nH]2)ccc1F (stereo not given)	i	1.5
O=C(NN=Cc1cc(Br)c(O)c(Br)c1)c1ccccc1NS(=O)(=O)c1cccs1	i	1.6
CCCCc1ccc(S(=O)(=O)NC(=O)C2(C)CCN2C(=O)CC2CC2)cc1 (stereo not given)	i	1.3
CC(=O)N1C[C@H]2CON(C)[C@H]2C[C@H]1c1ccc(-c2ccc(C#N)cc2)cc1	i	1.6
COc1ncnc2c1ncn2CCCN(C)Cc1ccco1	i	0.5
CNS(=O)(=O)c1cccc(C(=O)OCC(=O)Nc2nc(OC)cc(OC)n2)c1	?	.
COC(=O)[C@@]1(C(C)C)N=C(c2cc(OC)c(OC)c(OC)c2)[C@]2(O1)C(=O)Nc1ccccc12	i	0.7
O=C(/C=C/[C@H]1O[C@@H](n2cnc3c(NC(=O)c4ccccc4)ncnc32)[C@H](O)[C@@H]1O)NCc1ccc2c(c1)OCO2	i	0.2
Cc1ccc([C@@H]2CC(=O)[C@@H]3CN(S(=O)(=O)c4ccc(C)cc4)[C@H](c4ccc(Cl)cc4)C[C@@H]3N2S(=O)(=O)c2ccc(C)cc2)cc1	i	1.3
O=C(O)Cn1ccnc1[N+](=O)[O-]	i	0.4
CC(C)C[C@@H](CN1CCCC1CN1C(=S)NC[C@@H]1Cc1ccc(O)cc1)N1C[C@H](Cc2ccccc2)N(CC2CCCCCC2)C1=S (stereo not given in full)	i	2.0
O=C(CNC(=O)c1ccc(Br)o1)Nc1ccc(N2CCCCCC2)cc1	+	3.2*
COc1ccc(S(=O)(=O)NCCC(=O)N2CCCN(C)CC2)cc1	i	1.1
COc1cc(/C=C/C(=O)/C=C(O)/C=C/c2ccc(O)c(OC)c2)ccc1O	i	0.0
COC(=O)[C@@]1(Cc2ccc(F)cc2)[C@H]2c3cc(C(=O)N(C)C)n(CCO)c3C[C@H]2CN1C(=O)c1ccccc1	i	1.1
CCOc1cc2c(cc1OCC)CN(C(=O)c1cccc(S(=O)(=O)N3CCCC3)c1)CC2	i	0.1
O=C(Cn1cc(C(F)(F)F)ccc1=O)Nc1ccc2c(c1)OCO2	i	0.8
O=C1NC(=O)C2(C=C(c3ccccc3)C(O)(c3ccccc3)C2)N1 (stereo not given)	i	0.4
CCOC(=O)c1c(NC(=O)COC(=O)c2ccc(Cl)nc2)sc(C)c1C	i	0.9
